FEN1 inhibitor: blocks human flap endonuclease 1; 390,000 tested, 0.35% active; Recombinant FEN1 flap cleavage, fluorescence, 15 min; Potency, µM (doses to about 114 µM), for the others: at the highest dose activity change, negative = inhibition, most hits filed as inhibitors; also: nearly all actives have a fitted effect of over 65% in size
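Compounds are tested as a concentration series against 10 nM FEN1; after a 15 min room-temperature preincubation, 50 nM substrate starts cleavage, with plate reads at 0 and 15 min. Normalized responses are fitted by a Hill equation.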
N370S GC mod: N370S glucocerebrosidase modulation, Gaucher chaperone candidate | 330,000 tested, 0.092% active | N370S GC spleen homogenate, 4MU-glucoside fluorescence | Potency, µM (titrated, usually from 59.4 µM), inactives show at the highest dose activity change, negative = inhibition, hits mostly inhibitors | P04062;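 also: 0% = full enzyme activity and -100% = no enzyme basal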
GCN5L2 inh: inhibitors of human GCN5L2 histone acetyltransferase; Q92830; GCN5L2 HAT assay, ThioGlo1 CoA-SH fluorescence; Potency, µM (series often up to 58.9 µM), for the others: at the top dose activity change, negative = inhibition, most hits filed as inhibitors; 390,000 tested, 0.21% active
Target sequence (Q92830 whole entry, looked up): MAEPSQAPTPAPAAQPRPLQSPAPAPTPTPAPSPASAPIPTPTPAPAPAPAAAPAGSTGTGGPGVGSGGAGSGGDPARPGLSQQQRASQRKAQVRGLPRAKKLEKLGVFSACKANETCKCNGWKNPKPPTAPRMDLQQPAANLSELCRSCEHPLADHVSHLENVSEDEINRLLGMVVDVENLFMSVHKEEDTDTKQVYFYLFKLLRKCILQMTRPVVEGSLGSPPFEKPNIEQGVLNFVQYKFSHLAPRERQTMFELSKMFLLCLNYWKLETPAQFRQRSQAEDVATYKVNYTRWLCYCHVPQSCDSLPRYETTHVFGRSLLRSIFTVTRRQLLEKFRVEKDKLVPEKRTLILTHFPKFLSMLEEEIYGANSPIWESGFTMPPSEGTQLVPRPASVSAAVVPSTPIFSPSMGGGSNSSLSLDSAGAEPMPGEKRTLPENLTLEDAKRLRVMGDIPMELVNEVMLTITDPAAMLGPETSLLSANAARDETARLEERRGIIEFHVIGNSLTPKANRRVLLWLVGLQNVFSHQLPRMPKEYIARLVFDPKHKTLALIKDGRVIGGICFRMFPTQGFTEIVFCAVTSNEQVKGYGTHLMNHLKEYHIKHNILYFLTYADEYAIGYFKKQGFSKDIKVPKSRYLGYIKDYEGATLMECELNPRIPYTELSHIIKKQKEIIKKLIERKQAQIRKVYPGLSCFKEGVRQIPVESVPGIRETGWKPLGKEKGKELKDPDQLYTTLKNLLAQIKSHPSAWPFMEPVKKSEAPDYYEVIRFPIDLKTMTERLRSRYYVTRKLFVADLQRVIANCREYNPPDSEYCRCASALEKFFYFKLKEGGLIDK
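qHTS, 1536-well. 20nM enzyme, pH 7.5 HEPES/EDTA/Tween-20 buffer; 15 min compound preinc., RT. Start: 75uM H3(1-25), 70uM AcCoA, 50uM ThioGlo1. Read Ex340/Em540 at t=0 (autofluorescence flag) and t=20 min.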
* marks the source's active call; other numbers are inactive results; ? = inconclusive; . = not tested or not shown; & = joins results of further samples. Calls follow the shape of the dose curve; as a rule, active = well fitted curve in the direction sought with a large enough effect; inconclusive = small, poorly fitted or top-dose-only effect, or another doubt; inactive = no such curve, though single readings can be large; an effect the other way counts as inactive or inconclusive. Unless noted, % is scaled to controls: 0 for no effect and ±100 for the full control effect; potency is read from the fitted curve at half-maximal effect.

Start of the data: the first 23 records (preview)
SMILES	FEN1 inhibitor	N370S GC mod	GCN5L2 inh
COc1ccccc1NC(=O)COC(=O)c1ccc(N2CCCC2=O)cc1	15%	.	-14%
CC(C)CN(C(=O)CN1CCN(c2ccc(O)cc2)CC1)c1c(N)n(CC(C)C)c(=O)[nH]c1=O	-3%	-5%	-1%
COc1ccc(NC(=S)N2CCN(C(=O)C3CCCO3)CC2)c(OC)c1 (stereo not drawn)	11%	5%	1%
Nc1ccc(C(=O)OCCCc2nc3ccccc3[nH]2)cc1	6%	5%	-3%
COc1ccc(C2CC(=O)NC3=C2C(=O)CCC3)cc1Cl (stereo not drawn)	-2%	-24%	-6%
Cc1ccc(C)c(OCC(=O)NC2CCCCCC2)c1	1%	?	-9%
CS(=O)(=O)N1CCC(Oc2ccccc2C(=O)N2CCC[C@H]2CO)CC1	-14%	3%	-1%
C=CCNc1cc(C)oc(=O)c1C(=O)CC	0%	-2%	-9%
CC[C@](C)(O)c1cc2ccccc2c(=O)o1	1%	.	-3%
c1ccc(CN2CCOCCOCCOCCOCC2)cc1	-3%	7%	3%
Cc1cc(=O)n(CC(=O)NCc2ccc(OC(C)C)cc2)c2c1c(C)nn2-c1cccc(F)c1	-5%	.	-7%
COc1cccc(CNc2ccccc2O)c1OCc1ccccc1F	-17%	-1%	-20%
O=C(N/N=C\c1ccncc1)c1ccc(Br)s1	-5%	0%	-1%
C=CCSC1=N/C(=C\C=C\c2ccco2)C(=O)S1	50µM*	5%	?
O=C(CCn1cncn1)N1CCCC(N2CCN(c3cccc(C(F)(F)F)c3)CC2)C1 (stereo not drawn)	-10%	-3%	-6%
CCOC(=O)c1ccc(CNC(=O)Cn2nnc(-c3cccc(C)c3)n2)o1	.	-2%	-2%
Cc1cc(CCN2CCC(=O)NC2=S)ccc1OC(C)C	8%	2%	2%
O=c1c2c(-c3ccccc3)csc2nc2n1CCC2	-4%	5%	0%
COc1cccc(C2NC(CCSC)(C(=O)O)C3C(=O)N(C(C)C)C(=O)C23)c1O (stereo not drawn)	14%	5%	3%
O=C(CSc1nnc2ccccn12)NNC(=O)c1cccc([N+](=O)[O-])c1	-8%	.	-2%
O=c1[nH]nc(-c2ccc(F)cc2)cc1Cc1ccccc1	15%	22%	-2%
O=C(CC1C(=O)NCCN1Cc1cccc(Oc2ccccc2)c1)NCCc1ccncc1 (stereo not drawn)	17%	-3%	3%
O=C(c1ccco1)N1CCCN(Cc2nc(-c3cccs3)no2)CC1	-14%	13%	-13%

The listing, from the first entry:
SMILES	FEN1 inhibitor	N370S GC mod	GCN5L2 inh
COc1ccccc1NC(=O)COC(=O)c1ccc(N2CCCC2=O)cc1	15%	.	-14%
CC(C)CN(C(=O)CN1CCN(c2ccc(O)cc2)CC1)c1c(N)n(CC(C)C)c(=O)[nH]c1=O	-3%	-5%	-1%
COc1ccc(NC(=S)N2CCN(C(=O)C3CCCO3)CC2)c(OC)c1 (stereo not drawn)	11%	5%	1%
Nc1ccc(C(=O)OCCCc2nc3ccccc3[nH]2)cc1	6%	5%	-3%
COc1ccc(C2CC(=O)NC3=C2C(=O)CCC3)cc1Cl (stereo not drawn)	-2%	-24%	-6%
Cc1ccc(C)c(OCC(=O)NC2CCCCCC2)c1	1%	?	-9%
CS(=O)(=O)N1CCC(Oc2ccccc2C(=O)N2CCC[C@H]2CO)CC1	-14%	3%	-1%
C=CCNc1cc(C)oc(=O)c1C(=O)CC	0%	-2%	-9%
CC[C@](C)(O)c1cc2ccccc2c(=O)o1	1%	.	-3%
c1ccc(CN2CCOCCOCCOCCOCC2)cc1	-3%	7%	3%
Cc1cc(=O)n(CC(=O)NCc2ccc(OC(C)C)cc2)c2c1c(C)nn2-c1cccc(F)c1	-5%	.	-7%
COc1cccc(CNc2ccccc2O)c1OCc1ccccc1F	-17%	-1%	-20%
O=C(N/N=C\c1ccncc1)c1ccc(Br)s1	-5%	0%	-1%
C=CCSC1=N/C(=C\C=C\c2ccco2)C(=O)S1	50µM*	5%	?
O=C(CCn1cncn1)N1CCCC(N2CCN(c3cccc(C(F)(F)F)c3)CC2)C1 (stereo not drawn)	-10%	-3%	-6%
CCOC(=O)c1ccc(CNC(=O)Cn2nnc(-c3cccc(C)c3)n2)o1	.	-2%	-2%
Cc1cc(CCN2CCC(=O)NC2=S)ccc1OC(C)C	8%	2%	2%
O=c1c2c(-c3ccccc3)csc2nc2n1CCC2	-4%	5%	0%
COc1cccc(C2NC(CCSC)(C(=O)O)C3C(=O)N(C(C)C)C(=O)C23)c1O (stereo not drawn)	14%	5%	3%
O=C(CSc1nnc2ccccn12)NNC(=O)c1cccc([N+](=O)[O-])c1	-8%	.	-2%
O=c1[nH]nc(-c2ccc(F)cc2)cc1Cc1ccccc1	15%	22%	-2%
O=C(CC1C(=O)NCCN1Cc1cccc(Oc2ccccc2)c1)NCCc1ccncc1 (stereo not drawn)	17%	-3%	3%
O=C(c1ccco1)N1CCCN(Cc2nc(-c3cccs3)no2)CC1	-14%	13%	-13%
CC(=C/c1ccc(C(C)C)cc1)/C=N/NC(=O)c1ccncc1	-6%	2%	1%
CCCCn1c(CN2CCN(C(=O)OCC)CC2)nc2c1c(=O)n(C)c(=O)n2C	6%	2%	-10%
SMILES	FEN1 inhibitor	N370S GC mod	GCN5L2 inh
Cc1ccc(S(=O)(=O)N2CCC(=O)N(C(COCc3ccc(Cl)cc3)Cc3ccccc3)CC2)cc1 (stereo not drawn)	9%	-1%	-11%
Cc1ccc(-c2ccc(=O)n(CC(=O)Nc3cccc(C#N)c3)n2)cc1	1%	.	-7%
Cc1cnc(C(=O)OCC(=O)NC(=O)NC(C)C)cn1	-6%	-1%	-4%
CCC(CC)c1nnc(NC(=O)CCc2ccccc2OC)s1	3%	-17%	-1%
S=c1[nH]nc(-c2ccc3ccccc3n2)n1Cc1ccccc1	-9%	4%	-6%
CCOc1ccc(Br)cc1/C=N/O	-11%	0%	.
COc1ccc(CNC(=O)CCC2N=C3c4ccccc4N=C(SCc4cccc(F)c4)N3C2=O)cc1 (stereo not drawn)	10%	.	-4%
COc1ccc(Cl)cc1-c1nc(-c2ccc(Br)o2)no1	3%	6%	-6%
COc1c2c(cc3oc(CO[C@@H]4O[C@H](CO)[C@@H](O)[C@H](O)[C@H]4O)cc(=O)c13)O[C@H](C(C)(C)O)C2	18%	.	-1%
Cc1ccc(-c2nnc(COC(=O)c3ccco3)o2)cc1	9%	10%	0%
CSc1nnc(C2CCN(CC(=O)Nc3ccccc3N3CCOCC3)CC2)n1C(C)C	6%	0%	-2%
COCCN1CCN(C(=O)c2ccc3oc(CCCc4ccccc4)nc3c2)CC1	2%	-7%	-12%
CC1CCN(S(=O)(=O)c2ccc3c(c2)N(CC(=O)NCCCN2CCCC(C)C2)C(=O)CS3)CC1 (stereo not drawn)	-2%&5%	-21%	-3%&2%
COc1ccc(-c2cc3nc(C)c(CCC(=O)Nc4cccc(C(F)(F)F)c4)c(C)n3n2)c(OC)c1	-19%	.	-12%
CCCC1=C(C(=O)OCC)C(c2cc(Cl)cc(OC)c2OCc2ccccc2)NC(=O)N1 (stereo not drawn)	-17%	9%	-14%
Cc1cc(SCC(=O)Nc2ccc(C(F)(F)F)cc2)nc(=O)[nH]1	-1%	.	-3%
Cc1ccc(NC(=O)C2CC(=O)n3ncnc3N2)cc1C (stereo not drawn)	0%	-6%	-2%
O=C1C2C3C=CC(C4CC34)C2C(=O)N1/N=C/c1ccc(-c2cccc([N+](=O)[O-])c2)o1 (stereo not drawn)	-1%	10%	-12%
CCC(CO)NC(=O)c1ccccc1C(F)(F)F (stereo not drawn)	3%	5%	1%
O=C(Nc1nc2c(s1)C(=O)CCC2)c1ccccc1	3%	0%	-12%
CCN1CCN(CCCNC(=O)Cn2cc3c(n2)CCCC3)CC1	23%	1%	0%
COc1ccc(C=O)cc1OC(=O)C1(C)Cc2ccccc2C(=O)O1 (stereo not drawn)	2%	-6%	0%
O=C(c1ccco1)N1CCN(C(=O)c2oc(=O)c3ccccc3c2-c2ccccc2)CC1	21%	1%	-7%
CC(C)Oc1ccc(-c2nc3c(C#N)c[nH]n3c2NC2CCCCC2)cc1	8%	.	-2%
CC(SCc1ccccc1)C(=O)Nc1ccccc1 (stereo not drawn)	-2%	-2%	-7%

Part of the list above, field by field:
Cc1ccc(NC(=O)C2CC(=O)n3ncnc3N2)cc1C (stereo not drawn)
  FEN1 inhibitor: 0%; N370S GC mod: -6%; GCN5L2 inh: -2%
COc1cccc(CNc2ccccc2O)c1OCc1ccccc1F
  FEN1 inhibitor: -17%; N370S GC mod: -1%; GCN5L2 inh: -20%

(listing goes on)
SMILES	FEN1 inhibitor	N370S GC mod	GCN5L2 inh
COc1ccc(C(=O)N2CCN(CCNC(=O)C(=O)Nc3ccc(F)cc3)CC2)cc1	1%	-6%	-4%
COCCOC(=O)C1=C(C)NC2=C(C(=O)CCC2)C1c1ccc2c(c1)OCO2 (stereo not drawn)	-16%	1%	-15%
CCc1cc(=O)oc2cc(OCC(=O)NCCCN3CCOCC3)c(Cl)cc12	-13%	-1%	-5%
Cc1ccccc1CS(=O)(=O)c1ccc(C(=O)N2CCC(C)CC2)cc1[N+](=O)[O-]	2%	14%	-11%
CCCC(C(=O)NC(C)(C)C)N(CC1CCCO1)C(=O)CNS(=O)(=O)c1ccc(F)cc1 (stereo not drawn)	11%	-3%	-1%
Cc1ccc(OCCNC(=O)c2ccccc2OCc2c(C)noc2C)cc1	-20%	.	-3%
O=CNC1CCCc2c1[nH]c1ccc(Cl)cc21 (stereo not drawn)	-15%	-12%	0%
NS(=O)(=O)c1ccc(NC(=O)CSc2cn[nH]n2)cc1	21%	-23%	0%
COCCn1c(SCC(=O)N2CCCCCC2)nc2c([nH]c3ccccc32)c1=O	0%	-8%	-8%
COc1ccc(/C=N/n2cnnc2SCc2ccc(OC)cc2)cc1	-10%	-18%	-9%
Cc1ccc(SCC(=O)OCC(=O)N(CCC#N)c2ccccc2)cc1	-1%	.	-1%
CCOc1cccc(C(=O)Nc2cccnc2)c1	-2%	4%	0%
CCc1ccc2occ(CC(=O)Nc3ccc(OC)c(Cl)c3)c2c1	-9%	.	-12%
Cc1ccc2c(C)c(C(=O)NCC(C)(C)N3CCOCC3)oc2c1C	15%	-3%	-5%
CCOc1ccc2[nH]c3c(N4CCN(C(=O)c5ccco5)CC4)ncnc3c2c1	?	11%	-24%
Cc1ccc(C(=O)N(CC(=O)NC2CCCCC2)c2ccccc2C)s1	-10%	3%	-1%
CCCCNc1c(-c2ccc(OC)c(SC(C)CC)c2)nc2ccc(C)cn12 (stereo not drawn)	-27%	.	?
CN(CCOc1ccc(Cl)cc1)C(=O)c1cc(S(=O)(=O)N2CCOCC2)ccc1N1CCCC1	-12%	.	-10%
CCCS(=O)(=O)N1CCN(C(=O)COc2ccc(OC)cc2)CC1	-6%	2%	0%
COCC(C)n1c(SCC(=O)NC(=O)NC2CCCC2)nc2ccccc2c1=O (stereo not drawn)	12%	.	-10%
CN(CC(=O)N1CCN(C2CCCCC2)CC1)S(=O)(=O)c1cccc2nsnc12	-12%	2%	0%
CCOC(=O)C1=C2c3cc(OC)c(OC)cc3CC(C)(C)N2C(=O)C1=O	-1%	2%	-9%
CCc1cc(C(=O)O)c(NC(=O)/C=C/c2ccc(OC)cc2)s1	1%	19%	-12%
CC(=O)N1CCCc2cc(S(=O)(=O)NC(C(=O)NC3CCCCC3)C(C)C)ccc21 (stereo not drawn)	8%	6%	-6%
O=C(O)Cc1ccc(NC(=O)c2ccc3c(c2)C(=O)N(Cc2ccco2)C3=O)cc1	-26%	1%	?
Cc1cccc(NC(=O)c2sc3nc(-c4ccccc4)cn3c2C)n1	-11%	8%	-2%

Compound activity (PubChem BioAssay)

Some of the compounds tested; the hit share may differ from the screen's.
